TAAR1 ag: human TAAR1 agonism. CHO RD-HGA16 TAAR1, Fluo-8 calcium fluorescence; vehicle wells 0%, saturating PEA agonist 100%. activation, % at 3 µM. 0.99% of 360,000 active;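 active means activation above the mean activation of all test compounds in the run plus 3 SD, cut at about 38% in these data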
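Test system: RD-HGA16 (CHO) cells co-expressing Gα16 and hTAAR1 | Doses: Single dose, 3 µM | Schedule: 17-24 h seeding, 75 min 37 °C dye, 30 min RT | Evaluation: % activation from peak over basal fluorescence ratio, DMSO-to-PEA scaled | Technique: Kinetic Fluo-8 calcium fluorescence | Benchmarks: Low control DMSO, high control PEA (EC100)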
M5 antag: antagonists of human muscarinic M5 receptor (CHRM5) | P08912 | inhibition, % at 3 µM | CHO-hM5 cells, Fluo-8 calcium fluorescence, ACh EC80 | 0.59% of 360,000 active;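 active means inhibition above a per-plate cutoff, the mean of that plate's test compounds plus 3 SD, cut at about 27% in these data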;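 further: 0% = acetylcholine EC80 with DMSO and 100% = DMSO without agonist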
Target sequence (P08912 whole entry, looked up): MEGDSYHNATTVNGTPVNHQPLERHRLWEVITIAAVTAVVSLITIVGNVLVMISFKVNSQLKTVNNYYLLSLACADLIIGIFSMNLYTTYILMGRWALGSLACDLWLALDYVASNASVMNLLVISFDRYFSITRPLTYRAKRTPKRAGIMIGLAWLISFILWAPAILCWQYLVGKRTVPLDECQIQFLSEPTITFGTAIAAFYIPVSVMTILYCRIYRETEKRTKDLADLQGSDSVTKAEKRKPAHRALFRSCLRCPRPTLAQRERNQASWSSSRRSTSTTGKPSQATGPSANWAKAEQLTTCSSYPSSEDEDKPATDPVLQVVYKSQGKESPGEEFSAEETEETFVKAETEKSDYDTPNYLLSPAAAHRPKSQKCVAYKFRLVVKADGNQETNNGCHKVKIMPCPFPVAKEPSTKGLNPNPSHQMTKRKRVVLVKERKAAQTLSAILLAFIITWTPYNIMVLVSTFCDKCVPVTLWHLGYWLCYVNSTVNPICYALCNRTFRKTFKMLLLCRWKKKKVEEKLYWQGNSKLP
M5 PAM: potentiates acetylcholine response at human M5 receptor; 0.3% of 360,000 active; CHO-K1 hM5, Fluo-8 calcium, ACh EC20 PAM; 0% = ACh EC20, 100% = ACh EC100; activation, % at 3 µM; P08912; AID 624038;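 active means activation above the run cutoff, the mean activation of all test compounds plus 3 SD, cut at about 18% in these data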
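Assay system – human M5 receptor in CHO-K1 cells · Read-out – % activation, ACh-normalized · Technique – Fluo-8 calcium fluorescence · Dosing – single-point, 3 µM nominal · Incubation – Fluo-8 loading 80 min at 37 °C plus 30 min room temperature · Repeats – singlicate, one well per test compound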
CHRM4 agonist: CHRM4 agonism in calcium assay. activation, % at 3 µM. 0.14% of 360,000 active. P08173. AID 624127. CHO-K1 hM4/Gqi5, Fluo-8 calcium fluorescence; vehicle 0%, full acetylcholine response 100%;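 active means activation above the run mean over all test wells plus 3 SD, cut at about 32% in these data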;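 further: peak over basal fluorescence ratio per well then scaled between controls; 0% = DMSO wells and 100% = acetylcholine at EC100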
Target sequence (P08173 whole entry, looked up): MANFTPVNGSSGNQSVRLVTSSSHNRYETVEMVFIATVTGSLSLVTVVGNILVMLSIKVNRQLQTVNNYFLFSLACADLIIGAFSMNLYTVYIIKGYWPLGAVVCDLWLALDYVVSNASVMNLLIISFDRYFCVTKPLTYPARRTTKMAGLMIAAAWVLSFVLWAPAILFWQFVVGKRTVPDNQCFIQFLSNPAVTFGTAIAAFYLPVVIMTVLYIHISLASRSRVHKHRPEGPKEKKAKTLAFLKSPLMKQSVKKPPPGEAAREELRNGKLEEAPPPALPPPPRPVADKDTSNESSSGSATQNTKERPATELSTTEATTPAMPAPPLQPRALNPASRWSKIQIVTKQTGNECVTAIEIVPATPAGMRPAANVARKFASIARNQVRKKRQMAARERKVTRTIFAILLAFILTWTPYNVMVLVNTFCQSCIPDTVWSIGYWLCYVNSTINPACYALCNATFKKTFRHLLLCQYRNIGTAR
M4 antag: blocks acetylcholine activation of human M4 receptor; P08173; 0.73% of 360,000 active; CHO-hM4 cells, ACh EC80, Fluo-8 calcium fluorescence; inhibition, % at 3 µM;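 active means inhibition above its plate's cutoff, the mean inhibition of sample wells plus 3 SD, cut at about 27% in these data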;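 further: 0% = acetylcholine EC80 with DMSO and 100% = DMSO without agonist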
CHRM1 PAM: potentiates human M1 receptor response to acetylcholine. P11229. CHO-K1 hM1, Fluo-8 calcium fluorescence, ACh EC20; 0% = ACh EC20, 100% = maximal ACh. activation, % at 3 µM. 0.088% of 360,000 active. AID 588819; in the data active means activation above about 19%, passing the limit was not always enough
CHRM5 agonist: CHRM5 agonism in calcium assay | activation, % at 3 µM | AID 624037 | CHO-K1 hM5 cells, Fluo-8 calcium fluorescence; 0% DMSO wells, 100% maximal acetylcholine response | 0.19% of 360,000 active;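 active means activation above the run's mean over test compounds plus 3 SD, cut at about 23% in these data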;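 further: signal is peak over basal fluorescence ratio across the kinetic read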
M1 ag: agonists of human M1 muscarinic receptor; CHO-K1 hM1, Fluo-8 calcium fluorescence, agonist mode; 0% DMSO, 100% acetylcholine EC100; activation, % at 3 µM; 0.33% of 360,000 active;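 active means activation above the run's mean compound activation plus 3 SD, cut at about 16% in these data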;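 further: peak over basal fluorescence ratio within a 140 s kinetic read after compound addition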
CHRM1 antagonist: antagonists of human M1 muscarinic receptor. P11229. CHO-K1 hM1, Fluo-8 calcium fluorescence, ACh EC80 antagonist. inhibition, % at 3 µM. 1.3% of 360,000 active. AID 588852;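 active means percent inhibition above its own plate's cutoff, namely the mean of that plate's compound wells plus 3 SD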;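 further: peak over basal fluorescence ratio during 140 s after agonist addition; 0% = ACh EC80 plus DMSO and 100% = DMSO alone without agonist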
Active calls of the source: *; x = no result given. Not all compounds are listed; rates above refer to the full screens.

1. Cc1ccc(-c2nnc(SCC(=O)Nc3ccc(N4CCOCC4)cc3)o2)cc1
2. O=C(CCCC(=O)N(CC(=O)NC1CCCC1)c1cccc(F)c1)Nc1ccccn1
3. O=C(CCN1CCN(C(c2ccccc2)c2ccccc2)CC1)N/N=C/c1ccc(O)cc1O
4. Cc1[nH]c2ccccc2c1Cc1n[nH]c(=S)o1
5. Cc1cccc2c(N=O)c(O)[nH]c12
Compound,1,2,3,4,5
TAAR1 ag,5,4,7,2,2
M5 antag,1,5,10,-2,8
M5 PAM,-4,-2,-18,2,4
CHRM4 agonist,0,0,5,1,0
M4 antag,-1,-9,17,-7,5
CHRM1 PAM,7,2,-25,15,5
CHRM5 agonist,1,-2,-7,-1,3
M1 ag,-3,-5,-6,-1,-1
CHRM1 antagonist,-7,-4,11,-18,-3

6. Cc1ccc(S(=O)(=O)Nc2ccc(S(=O)(=O)N3CCOCC3)cc2)cc1
7. O=C(Nc1cc(S(=O)(=O)N2CCOCC2)ccc1Cl)c1cc2ccccc2o1
8. Cc1c(Cl)cccc1NC(=S)N(Cc1ccccc1)Cc1cccnc1
9. O=C(CCCOc1ccc(Cl)cc1Cl)NNC(=O)C1CCC1
10. COc1cc(C(=O)Nc2ccc(S(=O)(=O)Nc3cc(C)on3)cc2)cc(OC)c1OC
Compound,6,7,8,9,10
TAAR1 ag,5,7,-1,0,-4
M5 antag,-8,8,3,-2,1
M5 PAM,3,-3,3,9,3
CHRM4 agonist,2,3,1,3,0
M4 antag,-3,-6,-2,-4,2
CHRM1 PAM,13,-6,2,12,5
CHRM5 agonist,0,1,-2,-1,1
M1 ag,2,-4,-4,-2,-2
CHRM1 antagonist,-19,7,4,-18,-7

11. O=Cc1c(NCc2ccco2)nc2ccccn2c1=O
12. COC(=O)c1ccccc1NC(=O)CSc1n[nH]c(-c2cccnc2)n1
13. CCOC(=O)c1c(C)nc(C)c(C(=O)OCC)c1-c1cccnc1
14. CCOc1cc(OCC)cc(C(=O)O)c1
15. O=C(c1cc(-c2ccc(Cl)cc2)n(-c2ccc(Cl)c(Cl)c2)n1)N1CCOCC1
Compound,11,12,13,14,15
TAAR1 ag,1,12,2,1,11
M5 antag,11,2,-14,6,-4
M5 PAM,0,-3,3,-5,-1
CHRM4 agonist,2,2,2,0,0
M4 antag,0,2,-15,7,-14
CHRM1 PAM,6,5,7,-5,-19
CHRM5 agonist,-1,3,-3,-1,-6
M1 ag,-4,-3,0,-4,-4
CHRM1 antagonist,-4,3,-9,24,13

16. COc1ccc(S(=O)(=O)N2CCCCCC2)cc1C(=O)OCC(=O)NC(C)(C)C
17. COc1ccc(C2CC(=O)c3cc(OC)c(OC)cc32)cc1OC (stereo not drawn)
18. Cc1[nH]n(-c2ccccc2)c(=O)c1C=NCC1CCCO1 (stereo not drawn)
19. Cc1sc2nc[nH]c(=O)c2c1-c1ccc(F)cc1
20. CC(/C=C1\SC(=S)N(NC(=O)c2ccc(C)cc2)C1=O)=C\c1ccccc1
Compound,16,17,18,19,20
TAAR1 ag,2,0,3,3,x
M5 antag,13,11,2,5,-4
M5 PAM,-2,-4,2,0,2
CHRM4 agonist,4,1,-1,0,-1
M4 antag,0,14,5,-8,-8
CHRM1 PAM,6,10,1,10,11
CHRM5 agonist,3,-1,0,2,2
M1 ag,-11,-1,-5,2,0
CHRM1 antagonist,4,-7,5,-18,-14

Some of these compounds in order of SMILES length, falling.
10. COc1cc(C(=O)Nc2ccc(S(=O)(=O)Nc3cc(C)on3)cc2)cc(OC)c1OC
20. CC(/C=C1\SC(=S)N(NC(=O)c2ccc(C)cc2)C1=O)=C\c1ccccc1
2. O=C(CCCC(=O)N(CC(=O)NC1CCCC1)c1cccc(F)c1)Nc1ccccn1
6. Cc1ccc(S(=O)(=O)Nc2ccc(S(=O)(=O)N3CCOCC3)cc2)cc1
1. Cc1ccc(-c2nnc(SCC(=O)Nc3ccc(N4CCOCC4)cc3)o2)cc1
12. COC(=O)c1ccccc1NC(=O)CSc1n[nH]c(-c2cccnc2)n1
13. CCOC(=O)c1c(C)nc(C)c(C(=O)OCC)c1-c1cccnc1
Compound,10,20,2,6,1,12,13
TAAR1 ag,-4,x,4,5,5,12,2
M5 antag,1,-4,5,-8,1,2,-14
M5 PAM,3,2,-2,3,-4,-3,3
CHRM4 agonist,0,-1,0,2,0,2,2
M4 antag,2,-8,-9,-3,-1,2,-15
CHRM1 PAM,5,11,2,13,7,5,7
CHRM5 agonist,1,2,-2,0,1,3,-3
M1 ag,-2,0,-5,2,-3,-3,0
CHRM1 antagonist,-7,-14,-4,-19,-7,3,-9

8. Cc1c(Cl)cccc1NC(=S)N(Cc1ccccc1)Cc1cccnc1
17. COc1ccc(C2CC(=O)c3cc(OC)c(OC)cc32)cc1OC (stereo not drawn)
18. Cc1[nH]n(-c2ccccc2)c(=O)c1C=NCC1CCCO1 (stereo not drawn)
9. O=C(CCCOc1ccc(Cl)cc1Cl)NNC(=O)C1CCC1
19. Cc1sc2nc[nH]c(=O)c2c1-c1ccc(F)cc1
4. Cc1[nH]c2ccccc2c1Cc1n[nH]c(=S)o1
11. O=Cc1c(NCc2ccco2)nc2ccccn2c1=O
Compound,8,17,18,9,19,4,11
TAAR1 ag,-1,0,3,0,3,2,1
M5 antag,3,11,2,-2,5,-2,11
M5 PAM,3,-4,2,9,0,2,0
CHRM4 agonist,1,1,-1,3,0,1,2
M4 antag,-2,14,5,-4,-8,-7,0
CHRM1 PAM,2,10,1,12,10,15,6
CHRM5 agonist,-2,-1,0,-1,2,-1,-1
M1 ag,-4,-1,-5,-2,2,-1,-4
CHRM1 antagonist,4,-7,5,-18,-18,-18,-4

5. Cc1cccc2c(N=O)c(O)[nH]c12
14. CCOc1cc(OCC)cc(C(=O)O)c1
Compound,5,14
TAAR1 ag,2,1
M5 antag,8,6
M5 PAM,4,-5
CHRM4 agonist,0,0
M4 antag,5,7
CHRM1 PAM,5,-5
CHRM5 agonist,3,-1
M1 ag,-1,-4
CHRM1 antagonist,-3,24

Continued:
21. CC1CCCC(C)N1C(=O)COC(=O)CNC(=O)c1ccccc1F (stereo not drawn)
22. Nc1nnc(SCC(=O)NC2CCCCCC2)s1
23. Nc1ccccc1SCc1cc([N+](=O)[O-])cc2c1OCOC2
24. O=C(N/N=C/c1cc(Br)ccc1O)c1ccccc1Cl
25. NC(=O)c1ccsc1NC(=O)C1CCN(S(=O)(=O)c2cccs2)CC1
Compound,21,22,23,24,25
TAAR1 ag,1,3,8,2,14
M5 antag,1,-10,3,-8,5
M5 PAM,-2,2,0,-3,0
CHRM4 agonist,1,0,0,2,8
M4 antag,11,-12,1,-2,3
CHRM1 PAM,1,21,4,4,1
CHRM5 agonist,4,2,-5,-1,1
M1 ag,-2,4,-7,-4,3
CHRM1 antagonist,4,-10,-2,-1,-6

26. Cc1snc(SCC(=O)c2ccc(F)cc2)c1C#N
27. CC(Cl)C(=O)Nc1cc(C(C)(C)C)nn1-c1ccccc1 (stereo not drawn)
28. O=C(CSCc1ccc(Cl)cc1Cl)Nc1nccs1
29. C[C@H]1CN([C@@H](C)CO)C(=O)c2cc(NC(=O)C3CCCCC3)ccc2O[C@H]1CN(C)C(=O)Nc1ccc2c(c1)OCO2
30. Cc1cc(NS(=O)(=O)c2ccccc2)c([N+](=O)[O-])cc1C
Compound,26,27,28,29,30
TAAR1 ag,4,10,11,4,-2
M5 antag,-4,-10,-1,17,16
M5 PAM,-1,-2,-3,-5,6
CHRM4 agonist,1,0,0,2,1
M4 antag,0,-1,1,6,-2
CHRM1 PAM,9,-5,14,6,-9
CHRM5 agonist,-1,-4,-3,1,-4
M1 ag,-9,-7,-10,-6,-7
CHRM1 antagonist,-3,6,-14,-3,9

31. CCN(CC(=O)Nc1ccc(NC(C)=O)cc1)C(=O)CCCc1nc2ccccc2s1
32. Cn1cc(-c2ccccc2C(=O)O)c(=O)c2cc(Cl)ccc21
33. CN(C)Cc1ccccc1-c1cccc2nccn12
34. O=C1C=C(NCCN2CCOCC2)CC(c2ccccc2)C1 (stereo not drawn)
35. Cc1cccc(N(C(=O)Cn2nnc3ccccc32)C(C(=O)NC(C)(C)C)c2ccsc2)c1 (stereo not drawn)
Compound,31,32,33,34,35
TAAR1 ag,2,0,2,12,-3
M5 antag,-8,2,1,-4,0
M5 PAM,-1,2,-1,-2,-5
CHRM4 agonist,2,1,1,-1,6
M4 antag,-24,-3,-4,-8,-5
CHRM1 PAM,9,6,8,0,6
CHRM5 agonist,2,-1,-1,-4,5
M1 ag,0,-3,8,-6,2
CHRM1 antagonist,-18,-4,-7,-27,-38

36. Cc1cccc(NC(=O)NCCN2CCN(c3ccccc3)CC2)c1C
37. CCOC(=O)C(C)Sc1ncnc2c1nnn2-c1ccc(F)cc1 (stereo not drawn)
38. CC1(C(=O)NCc2ccccn2)C=CCN1C(=O)c1ccccc1 (stereo not drawn)
39. COC(=O)c1c(NC(=O)CN2C(=O)NC3(CCc4ccccc4C3)C2=O)sc2c1CCCCC2 (stereo not drawn)
40. O=C(O)c1cccnc1SCc1cccc(Cl)c1
Compound,36,37,38,39,40
TAAR1 ag,1,16,7,6,0
M5 antag,6,-1,4,7,8
M5 PAM,-3,2,6,-6,2
CHRM4 agonist,2,-1,0,0,0
M4 antag,0,1,-4,6,1
CHRM1 PAM,-3,10,7,-6,5
CHRM5 agonist,-1,0,2,2,-4
M1 ag,-2,-2,-3,-2,-5
CHRM1 antagonist,0,-5,-11,-1,5

41. COC(=O)c1c(NC(=O)c2ccnn2C)sc(C)c1C
42. CCn1c(=O)c(C(=O)NNC(=O)c2ccccc2Br)c(O)c2ccccc21
43. COc1ccc(C2C(=O)N(CCc3ccccc3)CC(=O)N2C2CCCCC2)cc1 (stereo not drawn)
44. CC1CCC(=C(C#N)c2nc(-c3cc4ccccc4oc3=O)cs2)CC1 (stereo not drawn)
45. CC(C)(C)C(=O)NC(CC(=O)O)c1ccccc1 (stereo not drawn)
46. CC(C)(C(=O)Nc1nccs1)c1ccccc1
47. CC(C)(C)c1ccc(S(=O)(=O)NC(=O)C2(C)CCN2C(=O)C2CCCCC2)cc1 (stereo not drawn)
48. CC1(C)C2CCC1(C)C(NC(=O)CCN1CCCCC1)C2 (stereo not drawn)
Compound,41,42,43,44,45,46,47,48
TAAR1 ag,-1,46*,10,x,1,0,4,5
M5 antag,1,7,1,6,3,-6,2,3
M5 PAM,-4,0,-8,-6,2,3,-8,-1
CHRM4 agonist,1,2,1,1,1,1,1,1
M4 antag,-8,9,-9,2,-16,3,-10,4
CHRM1 PAM,11,11,0,-2,0,4,20,-3
CHRM5 agonist,-4,5,-1,-7,-1,0,1,-6
M1 ag,-2,10,-6,-1,-4,-6,7,-11
CHRM1 antagonist,-43,-17,-2,12,1,-5,-3,-4

High-throughput results: PubChem BioAssay, The Scripps Research Institute Molecular Screening Center
